PfM18AAP inh: PfM18AAP enzyme inhibition | 1.2% of 290,000 active | inhibition, % at 7.35 µM | recombinant PfM18AAP, H-Glu-NHMec fluorogenic cleavage;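 active means inhibition above the campaign mean inhibition over all tested compounds plus 3 SD, cut at about 28% in these data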;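 further: 0% = plate median of test compound wells and 100% = 2 mM ZnCl2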
GPR7 antag: blocks human GPR7 receptor signaling | GPR7-expressing cells, fluorescence antagonist assay | inhibition, % at 4.4 µM | 1.1% of 290,000 active | AID 1861; in the data active means inhibition above about 16%, passing the limit was not always enough;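 further: cells stimulated with the agonist NPW; 0% = agonist with vehicle and 100% = vehicle without agonist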
Target sequence (P48145 whole entry, looked up): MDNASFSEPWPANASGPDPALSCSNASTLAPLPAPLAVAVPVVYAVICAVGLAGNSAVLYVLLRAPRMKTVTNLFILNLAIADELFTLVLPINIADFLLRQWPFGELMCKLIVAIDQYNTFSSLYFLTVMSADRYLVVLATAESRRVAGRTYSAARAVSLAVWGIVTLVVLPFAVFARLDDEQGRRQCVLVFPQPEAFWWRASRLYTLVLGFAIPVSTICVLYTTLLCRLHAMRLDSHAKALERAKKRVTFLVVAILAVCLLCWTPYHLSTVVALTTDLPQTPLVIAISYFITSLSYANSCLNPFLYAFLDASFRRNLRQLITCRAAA
NALP1 inh: inhibitors of NALP1 inflammasome in yeast. inhibition, % at 10 µM. 0.61% of 280,000 active. AID 2071. S. cerevisiae NALP1/ASC/caspase-1 growth, X-gal OD620, 72 h; in the data active means inhibition mostly above about 24%, no sharp cut-off; inactive means mostly below about 32%; further: some compounds called inactive have numbers as strong as hits
MEKK2wt PB1 HTS: raises or lowers MEK5 binding to wildtype human MEKK2 PB1 domain. AID 1531. Q9Y2U5. binding response (% of control), % at 10 µM. 1.1% of 290,000 active. bead flow cytometry, Alexa488-MEK5 binding to MEKK2 WT; actives lie on both sides; in the data active means binding response below about 67% or above about 130%
MEKK2 mut-MEK5: signal of MEK5 binding to mutant human MEKK2 PB1 domain | bead flow cytometry, Alexa488-MEK5 binding to MEKK2 mutant | percent response, % at 10 µM | 0.35% of 290,000 active | AID 1530; in the data active means percent response above about 24%, passing the limit was not always enough; further: inactives centre near 1; some results filed as inactive read as strong as hits
GalR3 antagonist: human GalR3 antagonism | HEK293 GalR3-CNG cAMP membrane potential fluorescence; galR3 body fused to GalR1 C-terminus | 0.44% of 360,000 active | O60755 | AID 651719 | inhibition, % at 3 µM;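 active means inhibition above the screen-wide average plus 3 SD, cut at about 13% in these data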;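 further: forskolin and galanin both at EC90 stimulate the cells; cAMP rise reported by CNG channel membrane potential dye signal; 0% = forskolin plus galanin with DMSO and 100% = forskolin alone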
Target sequence (O60755 1-299 limits assumed): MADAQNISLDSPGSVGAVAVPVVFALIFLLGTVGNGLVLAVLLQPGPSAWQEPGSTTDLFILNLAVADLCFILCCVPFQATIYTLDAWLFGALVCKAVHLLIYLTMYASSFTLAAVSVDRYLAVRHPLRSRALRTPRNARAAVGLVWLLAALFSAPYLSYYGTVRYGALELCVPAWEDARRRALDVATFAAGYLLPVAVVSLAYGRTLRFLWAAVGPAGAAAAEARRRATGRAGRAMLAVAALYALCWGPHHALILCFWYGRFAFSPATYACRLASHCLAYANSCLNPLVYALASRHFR
OXTR potentiate: human OXTR potentiation. 0.061% of 320,000 active. P30559. CHO-OTR cells, Fluo-8 calcium fluorescence, potentiator mode; 0% = oxytocin EC15, 100% = EC100. activation, % at 3 µM;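 active means activation above that plate's cutoff, the mean activation of tested compounds plus 3 SD, cut at about 6.6% in these data, passing the limit was not always enough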;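 further: 100% uses oxytocin at 75 nM as the full agonist control; some results filed as inactive read as strong as hits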
Target sequence (P30559 whole entry, looked up): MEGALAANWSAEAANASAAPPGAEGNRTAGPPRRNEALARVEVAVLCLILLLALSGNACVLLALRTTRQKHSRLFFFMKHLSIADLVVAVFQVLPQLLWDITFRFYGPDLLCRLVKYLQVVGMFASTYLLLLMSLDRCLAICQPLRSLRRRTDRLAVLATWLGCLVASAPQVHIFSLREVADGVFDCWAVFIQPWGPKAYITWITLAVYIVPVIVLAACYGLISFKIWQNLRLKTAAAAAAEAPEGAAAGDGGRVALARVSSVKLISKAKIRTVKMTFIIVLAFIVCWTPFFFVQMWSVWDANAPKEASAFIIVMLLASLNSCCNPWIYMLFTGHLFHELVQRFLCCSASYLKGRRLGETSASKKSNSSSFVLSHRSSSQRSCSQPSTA
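Replication – single well per compound, singlicate · Assay system – CHO cell line stably expressing human OTR · Timing – 6 min pre-incubation, 100 s read · Measure – normalized max/min fluorescence ratio, % activation · Doses – 3.0 µM, one dose · Detection – Fluo-8 calcium dye fluorescence · Probe or stimulus – oxytocin near EC15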
OXTR ag: activates the human oxytocin receptor; AID 2435; 0.32% of 320,000 active; CHO-OTR cells, Fluo-8 calcium fluorescence; normalized: DMSO 0%, oxytocin 100%; activation, % at 3 µM; P30559;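 active means activation above the mean of all tested compounds plus 3 SD, cutoff set per screening run, cut at about 20% in these data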;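 further: peak over basal fluorescence ratio from a 100 s FLIPR kinetic read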
V1R ag counter: V1a receptor agonism, counter-screen for OXTR agonists; P37288; CHO-V1R cells, Fluo-8 calcium fluorescence, agonist mode; 0% DMSO, 100% 3 nM vasopressin; activation, % at 3 µM; 0.25% of 320,000 active; AID 2797;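 active means activation above the mean activation of all tested compounds plus 3 SD, per screening run, cut at about 20% in these data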;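 further: signal is peak over basal fluorescence ratio across a 100 second FLIPR read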
Active calls of the source: *; . = no result given.

SMILES | PfM18AAP inh | GPR7 antag | NALP1 inh | MEKK2wt PB1 HTS | MEKK2 mut-MEK5 | GalR3 antagonist | OXTR potentiate | OXTR ag | V1R ag counter
COC(=O)C1C(=O)c2c([nH]c(C(=O)OC3CCCC3C)c2C)CC1C (stereo unspecified) | 5 | -4 | 25 | 94 | -1 | -2 | -8 | -1.6 | 1.1
CCOC(=O)[C@H]1[C@H]2COc3ccc(OC)cc3[C@@H]2N2C(=O)CN(Cc3ccc(OC)cc3)C(=O)[C@@]12C | . | . | . | . | . | -7 | -1 | -0.2 | 0.1
Nc1nnc(Cc2ccccc2)s1 | -14 | 1 | 0 | 95 | -5 | -4 | -7 | 0.0 | -0.5
CCOc1ccc(CNC(=O)C2CCN(c3nnc(C)c4c(C)n(-c5ccc(C)cc5)nc34)CC2)cc1 | -13 | -14 | 19 | 104 | 0 | -7 | -5 | -2.4 | -0.6
CN(C)S(=O)(=O)N1CCC(C(=O)O)(c2ccccc2)CC1 | -2 | -14 | 7 | 94 | -7 | -7 | -5 | -0.2 | 0.1
Cc1cc(C)c2c(c1)cc(C)c1nnc(SCC(=O)N3CCCc4ccccc43)n12 | 1 | 8 | 24 | 101 | 2 | 1 | -4 | -1.9 | 0.1
COc1ccc(C2C=C(c3ccc(C)cc3)Nc3ncnn32)cc1 (stereo unspecified) | 16 | 22 | 15 | . | . | -3 | . | . | .
O=C(COC(=O)Cc1n[nH]c(=O)c2ccccc12)NNC(=O)c1ccccc1 | . | . | . | . | . | -5 | -4 | 0.9 | -0.5
O=C(CCc1ccccc1)NNC(=O)c1ccco1 | 0 | -2 | 14 | 89 | -3 | -3 | -1 | 1.9 | 2.1
CC1(C)Cc2cccc(OCC(=O)N3CCN(S(=O)(=O)c4ccc(F)cc4)CC3)c2O1 | 8 | -13 | -5 | 107 | 2 | 0 | -16 | -2.9 | -1.4
Fc1ccc(/C=C2\CCCC3=C2Nc2ncnn2C3c2ccc(F)cc2)cc1 (stereo unspecified) | 3 | 4 | -18 | 102 | 4 | -1 | -7 | 1.1 | 1.3
CCN(C(=S)Nc1cc(S(=O)(=O)N2CCOCC2)ccc1Cl)c1cccc2ccccc12 | 2 | -13 | 19 | 94 | -4 | -5 | -1 | -1.0 | -0.9
CCOc1ccc(N2CC(C(=O)NCCN3C(=O)S/C(=C\c4ccc(OC)cc4)C3=O)CC2=O)cc1 (stereo unspecified) | 3 | -6 | 3 | 104 | 19 | -4 | -3 | 0.6 | 0.8
CCC(=O)NCc1c(C)c(C)n(Cc2ccccc2)c1-n1cccc1 | -4 | -7 | -10 | 96 | -2 | -5 | -11 | -2.3 | 0.6
CN(C(=O)CSc1nc(N)cc(N)n1)C1CCS(=O)(=O)C1 (stereo unspecified) | 2 | -14 | -5 | 99 | 5 | 2 | -4 | 0.1 | -0.2
CC(C)(C)NC(=O)CCC1COc2ccccc2O1 (stereo unspecified) | 2 | -3 | 6 | 85 | -6 | -5 | 2 | -0.3 | 0.3
CCOc1ccc(CCNC(=O)Cn2ccc3cc(S(=O)(=O)N4CCCC4)ccc32)cc1 | 7 | 7 | -3 | 97 | 4 | -1 | -21 | 0.5 | 1.1
Cc1ccc(S(=O)(=O)N2CCCCC2)cc1NC(=O)COc1ccccc1F | -5 | 3 | 5 | 92 | -6 | -3 | -10 | 0.1 | 2.2
c1ccc(-c2ccccc2OCCN2CCCCC2)cc1 | -1 | 14 | 22 | 94 | -3 | -12 | 0 | 1.5 | 0.4
Cc1ccc(C)c(NS(=O)(=O)c2cc(C(=O)NCc3ccco3)ccc2C)c1 | -12 | 1 | 6 | 109 | 11 | -4 | -5 | -1.0 | 1.0
O=C(c1ccc(N2CCN(C(=O)c3ccc(F)cc3F)CC2)cc1)c1cccc(F)c1 | -5 | 14 | 24 | 102 | 2 | -3 | -5 | 2.2 | 9.6
O=C(CNC(=O)Cn1ccc2ccccc2c1=O)NCCCN1CCN(c2cccc(Cl)c2)CC1 | 1 | 5 | 28 | 120 | 6 | -8 | -14 | -1.0 | -1.2
COc1cc(NC(=O)c2ccc(Cl)cc2)c(OC)cc1NC(=O)CN1CCCCC1 | -10 | -6 | 19 | 107 | 4 | -2 | 1 | -2.6 | -1.0
CCCCc1nc(SCCOC)c2c(=O)n(C)c(=O)n(C)c2n1 | -5 | -17 | 26 | 90 | -9 | -7 | -4 | -2.5 | -1.2
Cc1nc(CSc2nsc(C)c2C#N)cs1 | 3 | -6 | -12 | 84 | -10 | -3 | 0 | 0.0 | 0.6

Molecules shown so far that contain a halogen (7):
SMILES | PfM18AAP inh | GPR7 antag | NALP1 inh | MEKK2wt PB1 HTS | MEKK2 mut-MEK5 | GalR3 antagonist | OXTR potentiate | OXTR ag | V1R ag counter
CC1(C)Cc2cccc(OCC(=O)N3CCN(S(=O)(=O)c4ccc(F)cc4)CC3)c2O1 | 8 | -13 | -5 | 107 | 2 | 0 | -16 | -2.9 | -1.4
Fc1ccc(/C=C2\CCCC3=C2Nc2ncnn2C3c2ccc(F)cc2)cc1 (stereo unspecified) | 3 | 4 | -18 | 102 | 4 | -1 | -7 | 1.1 | 1.3
CCN(C(=S)Nc1cc(S(=O)(=O)N2CCOCC2)ccc1Cl)c1cccc2ccccc12 | 2 | -13 | 19 | 94 | -4 | -5 | -1 | -1.0 | -0.9
Cc1ccc(S(=O)(=O)N2CCCCC2)cc1NC(=O)COc1ccccc1F | -5 | 3 | 5 | 92 | -6 | -3 | -10 | 0.1 | 2.2
O=C(c1ccc(N2CCN(C(=O)c3ccc(F)cc3F)CC2)cc1)c1cccc(F)c1 | -5 | 14 | 24 | 102 | 2 | -3 | -5 | 2.2 | 9.6
O=C(CNC(=O)Cn1ccc2ccccc2c1=O)NCCCN1CCN(c2cccc(Cl)c2)CC1 | 1 | 5 | 28 | 120 | 6 | -8 | -14 | -1.0 | -1.2
COc1cc(NC(=O)c2ccc(Cl)cc2)c(OC)cc1NC(=O)CN1CCCCC1 | -10 | -6 | 19 | 107 | 4 | -2 | 1 | -2.6 | -1.0

The results go on:
SMILES | PfM18AAP inh | GPR7 antag | NALP1 inh | MEKK2wt PB1 HTS | MEKK2 mut-MEK5 | GalR3 antagonist | OXTR potentiate | OXTR ag | V1R ag counter
COc1cccc(C2CC(c3ccc(NS(C)(=O)=O)cc3)=NN2C(=O)c2ccccc2)c1OC (stereo unspecified) | 4 | -13 | 4 | 94 | -3 | -3 | -4 | -1.0 | 1.0
COC(=O)c1cccc(-n2cnnn2)c1 | -1 | 17 | -12 | 107 | 4 | -2 | -6 | 0.8 | 0.2
CSc1nc(C)nc(N/C=C(\C#N)S(=O)(=O)c2ccccc2Cl)n1 | -4 | -12 | -22 | 94 | -4 | -2 | -9 | 0.0 | 0.5
CCN(Cc1cc2ccccc2[nH]c1=O)C(=O)c1cccc([N+](=O)[O-])c1 | 0 | -8 | 2 | 99 | -1 | -8 | -3 | -0.5 | -0.3
COC(=O)C1=C(C)N(c2ccc(S(N)(=O)=O)cc2)C(=O)C1 | 3 | 2 | 12 | 105 | 4 | -7 | -11 | 0.2 | -0.4
COc1ccc(-c2csc(NC(=O)c3cc(=O)c4ccccc4o3)n2)cc1OC | -2 | -19 | 5 | 100 | -3 | -4 | -2 | 0.2 | -0.1
CCCCOc1ccc(CN2CCSCC2)cc1 | 0 | 13 | 29 | 106 | -1 | -4 | . | . | .
N#CCCNC(=O)Cn1c(COc2ccc(Cl)cc2)nc2ccccc21 | -10 | -2 | 16 | 108 | 1 | -3 | -1 | -1.0 | -0.9
O=C(OCC(=O)N1CCc2ccccc21)c1cccnc1 | -8 | -3 | 8 | 95 | -1 | -3 | -10 | -1.1 | -0.7
O=C(N/N=C/c1ccco1)c1cc(-c2ccccc2)n[nH]1 | 0 | -5 | -4 | 108 | 2 | -4 | -3 | -1.3 | 0.1
CCCCOc1ccc(-c2n[nH]c(=S)n2Cc2ccccc2)cc1 | -4 | -26 | 4 | 96 | -3 | -9 | -21 | -0.4 | -0.7
CSCc1c(C(=O)N2CCCc3ccccc32)oc2ccccc12 | . | . | . | . | . | -9 | -11 | -2.0 | 0.1
CCCOc1ccc(-c2c(=O)n(OCC(=O)OCC)c3ccccc3[n+]2[O-])cc1 | 3 | -11 | -6 | 100 | 5 | -10 | 0 | -2.2 | -1.2
COc1cccc(C2(O)CCN(CC(=O)NCC3CC3)CC2)c1 | 2 | -3 | 9 | 94 | -7 | 0 | 4 | 0.6 | -0.3
CCN(c1ccccc1)S(=O)(=O)c1ccc(Cl)c(C(=O)OCC(=O)c2[nH]c(C)c(C(C)=O)c2C)c1 | -5 | -12 | 29 | 102 | -1 | 3 | -6 | -2.3 | -0.5
CC1(C)CC(=O)C2=C(C1)Nc1ncnn1C2c1ccccn1 (stereo unspecified) | 2 | 0 | 0 | 109 | 4 | 0 | -5 | 0.5 | 0.8
O=C(Cc1ccccc1[N+](=O)[O-])NCc1ccc2c(c1)OCO2 | 5 | 9 | 18 | 103 | 1 | 3 | -2 | -0.1 | 0.3
CCCCC(=O)OCC(=O)c1[nH]c(C)c(C(C)=O)c1C | 4 | -3 | 2 | 99 | -4 | 5 | -1 | -0.4 | 0.0
O=C(CCc1ccccc1)NCCCNC(=O)CCc1ccccc1 | . | . | . | . | . | 4 | -6 | 0.4 | -0.1
C=CCN(C(=O)Nc1ccc(OC)cc1)c1nnc(-c2ccncc2)s1 | 1 | -13 | -6 | 105 | 1 | -1 | 0 | -0.4 | -0.1
CCSc1nnc(NC(=O)[C@H](C)N2C(=O)C3CC=CCC3C2=O)s1 (stereo partly specified) | 6 | 3 | 13 | 101 | -2 | -5 | -5 | 0.6 | -1.0
O=C(CSc1cccc2cccc(Cl)c12)NCc1cccs1 | 0 | 0 | 37 | 101 | -3 | -2 | 2 | -1.7 | -0.8
NC(=O)NOCc1c(F)cccc1Cl | 11 | 3 | 14 | 89 | -11 | -4 | -8 | 0.4 | 0.5
CN(C)/C=C/C1=C([N+](=O)[O-])C(c2cccc([N+](=O)[O-])c2)NC(=O)N1 (stereo unspecified) | 8 | -8 | . | 86 | -16 | -8 | -16 | -0.1 | -0.4
C=CCc1ccc(OCC(O)CN2CCC(Cc3ccccc3)CC2)c(OC)c1 (stereo unspecified) | -5 | 3 | 10 | 125 | 8 | -5 | -23 | 18 | 14
CN1CCN(NC(=O)c2cccc(F)c2)CC1 | 4 | 0 | 10 | 97 | -5 | -3 | -10 | 2.2 | 1.2
COCc1ccc(C(=O)N2CCCC(CCC(=O)NCc3ccccc3F)C2)o1 (stereo unspecified) | -5 | -1 | -13 | 81 | -14 | -6 | -3 | -0.1 | -0.1
O=C1C2C3C=CC(CC3)C2C(=O)N1/N=C/c1c[nH]c2ccccc12 (stereo unspecified) | -10 | -2 | 38 | 94 | -5 | -6 | -12 | -1.8 | -0.3
CCCN1CCN(CCCNC(=O)c2ccc3nc(N4CCCCC4)sc3c2)CC1 | 1 | -9 | 22 | 112 | 9 | 2 | -2 | 1.3 | -0.2

Just MEKK2wt PB1 HTS, NALP1 inh and MEKK2 mut-MEK5, for some of the entries so far:
compound	MEKK2wt PB1 HTS	NALP1 inh	MEKK2 mut-MEK5
O=C(N/N=C/c1ccco1)c1cc(-c2ccccc2)n[nH]1	108	-4	2
O=C(CSc1cccc2cccc(Cl)c12)NCc1cccs1	101	37	-3
